High-throughput results from PubChem.
697 NFkB inh: inhibitors of the PMA/ionomycin-induced NF-kB reporter in 697 B cells; 697 B-cell NF-kB luciferase reporter, 16 h; inhibition, % at 4 µM; AID 435022; hit rate 0.33% among 330,000; in the data active means inhibition above about 35%
Jurkat NFkB inh: lowers PMA/ionomycin-induced NF-kB signal in Jurkat cells; PMA/ionomycin-induced NF-kB luciferase reporter, luminescence; inhibition, % at 4 µM; hit rate 0.53% among 330,000; AID 435003; in the data active means inhibition above about 50%
tim23-1 inh: growth inhibitors of tim23-1 mutant yeast; S. cerevisiae tim23-1 growth, BacTiter-Glo luminescence, 24 h; inhibition, % at 20 µM; hit rate 1.3% among 330,000; AID 463212;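 active means growth inhibition of the mutant yeast at or above 50%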;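 further: temperature-sensitive mutant grown at 25 °C; plate controls were DMSO-treated mutant yeast for no effect and medium wells lacking yeast for full effect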
Mdm2-MdmX inh: disrupts the human Mdm2-MdmX interaction; AID 485346; inhibition, % at 8 µM; O15151+Q00987; SaOS-2 split-luciferase Mdm2/MdmX complementation, luminescence; hit rate 3% among 330,000;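 active means inhibition of at least 50% at 8 µM in the primary screen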
Target sequence (O15151 whole entry, looked up): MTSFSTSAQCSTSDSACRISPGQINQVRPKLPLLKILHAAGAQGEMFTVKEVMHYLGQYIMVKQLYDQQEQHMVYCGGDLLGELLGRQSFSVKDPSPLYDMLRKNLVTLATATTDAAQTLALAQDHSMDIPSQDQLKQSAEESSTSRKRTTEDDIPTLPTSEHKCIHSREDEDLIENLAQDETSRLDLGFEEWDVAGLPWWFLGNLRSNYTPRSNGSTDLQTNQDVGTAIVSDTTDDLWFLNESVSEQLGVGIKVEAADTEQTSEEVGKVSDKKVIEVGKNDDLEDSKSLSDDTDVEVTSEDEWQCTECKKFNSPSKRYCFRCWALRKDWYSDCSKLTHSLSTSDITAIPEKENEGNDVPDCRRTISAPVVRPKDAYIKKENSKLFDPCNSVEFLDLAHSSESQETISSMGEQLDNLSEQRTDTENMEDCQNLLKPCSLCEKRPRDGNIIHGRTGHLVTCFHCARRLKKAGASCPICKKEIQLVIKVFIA
Target sequence (Q00987 whole entry, looked up): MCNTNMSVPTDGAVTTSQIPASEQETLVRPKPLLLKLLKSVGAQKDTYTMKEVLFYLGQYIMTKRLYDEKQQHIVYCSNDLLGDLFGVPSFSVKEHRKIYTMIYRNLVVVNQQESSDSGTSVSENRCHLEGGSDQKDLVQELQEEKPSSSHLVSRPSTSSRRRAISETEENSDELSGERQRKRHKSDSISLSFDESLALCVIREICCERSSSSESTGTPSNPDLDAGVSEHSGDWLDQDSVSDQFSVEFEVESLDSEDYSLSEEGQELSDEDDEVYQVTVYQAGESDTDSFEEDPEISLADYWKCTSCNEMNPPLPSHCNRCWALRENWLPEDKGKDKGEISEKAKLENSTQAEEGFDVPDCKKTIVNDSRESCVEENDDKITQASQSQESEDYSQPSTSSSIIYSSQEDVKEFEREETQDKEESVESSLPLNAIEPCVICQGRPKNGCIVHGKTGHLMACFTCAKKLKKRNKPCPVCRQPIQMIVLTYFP
CHOP UPR activ: activators of apoptotic arm of unfolded protein response (CHOP); CHO-CHOP luciferase reporter, UPR activation, luminescence; percent of tunicamycin response over DMSO baseline; activation, % at 10 µM; hit rate 0.34% among 330,000; AID 449763;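 active means at 10 µM dose, activation of 40% or more, normalized to positive control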;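 further: 100% = tunicamycin at 10 µg/mL and 0% = DMSO alone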
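assay system = CHO CHOP reporter cells | amount = 500 CHO-CHOP cells per well | buffer or medium = F12 with 10% FBS | incubation = 16-18 h cell attachment, then 6 h compound exposure, 37 °C | detection = luminescence read with Steady-Glo | read-out = percent activation relative to tunicamycin control | controls = tunicamycin high control, DMSO low control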
TIM10 inh: growth inhibitors of TIM10 yeast strain; inhibition, % at 10 µM; S. cerevisiae TIM10 strain growth, BacTiter-Glo luminescence, 24 h; hit rate 1.4% among 330,000;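 active means inhibition of 40% or more at the single tested concentration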;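 further: wild-type TIM10 isogenic control strain grown at permissive 25 °C; 0% = DMSO yeast wells and 100% = minimal medium wells without yeast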
UPR XBP1 act: activators of adaptive arm of unfolded protein response (XBP1). hit rate 0.33% among 330,000. CHO-XBP1 luciferase reporter, IRE1-XBP1 UPR activation, luminescence; percent of tunicamycin response, DMSO as zero. activation, % at 20 µM;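 active means versus positive control, 20 µM dose yields 30% or more activation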;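 further: 100% = tunicamycin at 10 µg/mL and 0% = DMSO only wells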
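Test system: CHO-XBP1 luciferase reporter cells | Buffer or medium: Serum-containing F12 medium, 10% FBS | Schedule: 6 h compound exposure at 37 °C, 5% CO2 | Detection: Steady-Glo luciferase glow luminescence, 10 min after reagent addition | Read-out basis: Activation, % of tunicamycin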
tim10-1 inh: tim10-1 yeast growth inhibition. S. cerevisiae tim10-1 ts strain growth, BacTiter-Glo, 24 h. inhibition, % at 20 µM. hit rate 2.2% among 330,000;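 active means inhibition of at least 40%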;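 further: mutant grown at 25 °C; 0% = DMSO wells with yeast and 100% = wells holding no yeast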
* hit, by the source's call.

Letter code: A = 697 NFkB inh; B = Jurkat NFkB inh; C = tim23-1 inh; D = Mdm2-MdmX inh; E = CHOP UPR activ; F = TIM10 inh; G = UPR XBP1 act; H = tim10-1 inh
> COC(=O)[C@@H](Cc1ccccc1)NC(=O)NCCc1ccccc1
  A = 20; B = -12; C = 7; D = 10; E = 4.5; F = 14; G = -5; H = 6
> Cc1noc(C)c1C(=O)OCC(=O)Nc1ccccc1Oc1ccccc1
  A = -4; B = 0; C = 9; D = 5; E = 0.8; F = -6; G = 1; H = 10
> N#CC1=C2SCN(c3ccccc3)CN2C(=O)CC1c1c(Cl)cccc1Cl (stereo not drawn)
  A = -8; B = 3; C = 12; D = -22; E = 0.9; F = -3; G = -1; H = 17
> CC(C)c1nc(SCC(=O)Nc2cccc3ccccc23)n[nH]1
  A = -6; B = 1; C = 12; D = 23; E = 1.3; F = -4; G = 0; H = 12
> CC(OC(=O)CCc1nc2ccccc2c(=O)[nH]1)C(=O)Nc1ncc(Cl)cc1Cl (stereo not drawn)
  A = 4; B = -16; C = -2; D = 7; E = -1.2; F = -10; G = -5; H = -15
> CCOC(=O)c1c(NC(=O)c2ccc(N3C(=O)C4C5C=CC(C5)C4C3=O)cc2)sc2c1CCCC2 (stereo not drawn)
  A = -2; B = 4; C = -3; D = 14; E = -0.7; F = 12; G = -3; H = 10
> CCNC(=O)COC(=O)c1cc(S(=O)(=O)N2CCCc3ccccc32)ccc1Cl
  A = 6; B = 10; C = 18; D = -4; E = -0.1; F = 21; G = 0; H = 15
> Cc1cccc(NC(=O)c2cccc(Cn3cc(Br)c([N+](=O)[O-])n3)c2)c1C
  A = 4; B = 9; C = -8; D = 9; E = -0.2; F = -11; G = -4; H = -5
> NC(=O)c1nsc(C(=O)N(CCCN2CCOCC2)C(C(=O)NC2CCCCC2)c2ccc(Cl)cc2)c1N (stereo not drawn)
  A = 10; B = -17; C = 19; D = -1; E = 0.0; F = 2; G = -2; H = 14
> COC(=O)c1ccc(COC(=O)CCc2nc(-c3ccccc3)c(-c3ccccc3)o2)cc1
  A = 9; B = 8; C = 17; D = 12; E = -1.3; F = 9; G = -5; H = 11
> CC(=O)OC(COc1cccc(C)c1)Cn1cnc2ccccc21 (stereo not drawn)
  A = -25; B = -8; C = 10; D = 18; E = 0.0; F = 19; G = 3; H = 20
> N=c1oc2cc(O)ccc2cc1C(=O)Nc1ccccn1
  A = -15; B = -14; C = -2; D = -17; E = 4.5; F = -4; G = 0; H = -2
> CCN1CCN(C(=O)c2ccc3c(c2)N(Cc2ccc(C)cc2)CCS3)CC1
  A = 1; B = 20; C = 8; D = 34; E = 2.0; F = 3; G = -6; H = 21
> CCOC(CNC(=O)c1ccc2c(c1)nc(C)n2-c1cccc(F)c1)OCC
  A = 10; B = -2; C = -2; D = -13; E = -0.7; F = -23; G = 2; H = 4
> CCn1nnnc1SCC(=O)NCc1ccco1
  A = 11; B = -4; C = 8; D = -7; E = 0.7; F = 2; G = 0; H = 6
> O=C(NCc1cccs1)C1CCCN1C(=O)Nc1ccccc1[N+](=O)[O-] (stereo not drawn)
  A = 9; B = -1; C = 10; D = 21; E = 0.1; F = -13; G = 2; H = 8
> CCc1ccccc1N(CC(=O)NC(C)c1ccccc1)S(C)(=O)=O (stereo not drawn)
  A = -7; B = -13; C = -4; D = -17; E = -0.7; F = -7; G = -4; H = -6
> O=C1NC(=O)C(Cc2ccccc2)(c2cccnc2)N1 (stereo not drawn)
  A = 3; B = -13; C = 5; D = -2; E = -2.1; F = 0; G = -2; H = -14
> CCOc1ccccc1N(CC(=O)Nc1ccc(S(=O)(=O)N2CCOCC2)cc1)S(=O)(=O)c1ccc(Cl)cc1
  A = -6; B = -1; C = -14; D = 27; E = 3.4; F = -8; G = 1; H = -14
> CC(C)C(NC(=O)c1ccccc1NC(=O)c1ccco1)C(=O)NNC(=O)c1ccncc1 (stereo not drawn)
  A = 5; B = -4; C = 18; D = 1; E = -0.7; F = -8; G = -2; H = 8
> C=CCn1c(SCC(=O)N2CCN(CCO)CC2)nc2sc3c(c2c1=O)CCC3
  A = 4; B = -2; C = 1; D = -6; E = 0.1; F = 2; G = -1; H = -8
> CCc1nn(-c2cc(Cl)ccc2OC)c2c1C(=O)CCC2
  A = 11; B = 20; C = 11; D = 41; E = -0.4; F = 3; G = 0; H = 10
> C=CCn1cccc(C(=O)Nc2ccc(OCC)cc2)c1=O
  A = -32; B = -20; C = 5; D = -32; E = 5.6; F = 15; G = -2; H = 22
> COc1cc2c(cc1OC)C(Cc1ccc(O)c(Oc3ccc(C[C@H]4c5cc(OC)c(OC)cc5CCN4C)cc3)c1)N(C)CC2 (stereo partly drawn)
  A = -14; B = -7; C = -9; D = 72*; E = 0.1; F = -4; G = 1; H = -11
> C=C(c1ccccc1)c1ccccc1N
  A = 4; B = 12; C = 12; D = 31; E = -2.1; F = 4; G = 1; H = 19
> OCCOCCN1CCN(C(=S)Nc2ccccc2)CC1
  A = 16; B = 4; C = -6; D = 9; E = 0.5; F = -5; G = 1; H = -7
> Cc1cccc(OCC(=O)NCC2CCCO2)c1C (stereo not drawn)
  A = 8; B = 2; C = 3; D = 19; E = -1.7; F = 9; G = -1; H = 13
> COc1ccc([N+](=O)[O-])cc1NC(=O)C(C)N(C)Cc1ccc(Br)cc1 (stereo not drawn)
  A = -5; B = 19; C = 16; D = 32; E = -1.8; F = -3; G = -4; H = -2
> CCOC(=O)NCc1ccc2c(c1)cc(C)n2C
  A = 10; B = 12; C = 14; D = 6; E = -2.4; F = 6; G = 0; H = 14
> CCOc1cc(C)c(S(=O)(=O)NCc2ccccn2)cc1C
  A = -6; B = 8; C = 23; D = 0; E = -0.9; F = 1; G = -2; H = 7
> Cc1cc(=O)[nH]n(CCO)c1=O
  A = 15; B = 1; C = -11; D = 10; E = 2.1; F = 5; G = 0; H = 3
> COC(=O)C(C)(C)ONC(=O)Nc1ccccc1Br
  A = -7; B = -2; C = 3; D = 14; E = 12; F = 0; G = 0; H = 2
> O=C(COc1ccccc1)N1CCN(C(=O)COc2ccccc2)CC1
  A = 8; B = 12; C = 6; D = -12; E = 1.2; F = 5; G = -6; H = -14
> CN(C(=O)CSc1ncc(C(F)(F)F)cc1Cl)c1c(N)n(Cc2ccccc2)c(=O)[nH]c1=O
  A = 4; B = -5; C = 10; D = -18; E = 0.0; F = -12; G = 1; H = 13
> COc1cccc(CN2CCN(Cc3cc(OC)c(OC)c(OC)c3)CC2)c1OC
  A = -7; B = -3; C = 10; D = 17; E = 1.0; F = -5; G = -2; H = 7
> Cc1cccc(OCC(=O)Nc2ccc(N3CCN(C(=O)c4ccccc4)CC3)cc2)c1
  A = -4; B = 5; C = 11; D = 22; E = -1.1; F = 21; G = -1; H = 17
> CC(=O)N(Cc1cccs1)Cc1cc2cc(C)c(C)cc2nc1Cl
  A = -15; B = -7; C = 18; D = -1; E = -1.2; F = -18; G = 3; H = -52
> Cc1cc(C)c(S(=O)(=O)N2CCOC2CNC(=O)C(=O)NCCCN2CCOCC2)c(C)c1 (stereo not drawn)
  A = 21; B = -2; C = -11; D = 11; E = 0.1; F = -1; G = -5; H = -18
> O=C(Nc1ccc(N2C(=O)CCC2=O)cc1Cl)c1cccs1
  A = -8; B = -15; C = 3; D = 14; E = 3.1; F = 0; G = 2; H = -6
> O=C(CSc1nc(Nc2ccccc2)nc(N2CCOCC2)n1)Nc1cccc([N+](=O)[O-])c1
  A = 13; B = 20; C = 33; D = 37; E = 2.2; F = 8; G = 1; H = 22
> Cc1ccc(NC(=O)C2CC(=O)n3c(nc4ccccc43)N2)cc1C (stereo not drawn)
  A = 15; B = 1; C = 6; D = -25; E = 1.1; F = -16; G = -1; H = 2
> Cc1cc(C)c(C#N)c(OCC(=O)c2ccccc2)n1
  A = 33; B = -17; C = 8; D = -23; E = 1.2; F = 29; G = 0; H = 29
> CC1CCN(S(=O)(=O)c2ccc3c(c2)N(CC(=O)NCCN2C(C)CCCC2C)C(=O)CS3)CC1 (stereo not drawn)
  A = -3; B = -10; C = -19; D = 22; E = 0.7; F = 6; G = 0; H = -1
> O=C(CNC(=O)c1ccccc1)N/N=C/c1ccc([N+](=O)[O-])s1
  A = -1; B = 27; C = 37; D = 12; E = 0.2; F = 24; G = 1; H = 24
> COc1ccc(-c2n[nH]c(=S)nc2-c2ccc(OC)cc2)cc1
  A = -2; B = -4; C = 26; D = -10; E = -0.8; F = 1; G = -3; H = 27
> Clc1ccc(OCc2nnc3n2N=C(c2ccc4c(c2)OCCO4)CS3)c(Cl)c1
  A = 3; B = 26; C = 1; D = 2; E = -2.3; F = 9; G = 0; H = 20
> COc1cc(C(=O)N[C@@H](C)C(=O)N2CCC3(CC2)NCCc2[nH]cnc23)cc(OC)c1OC
  A = -4; B = -6; C = 6; D = 20; E = -1.1; F = -10; G = -4; H = 16
> NNc1nc(-c2ccccc2)cc(-c2ccc(Br)cc2)n1
  A = 8; B = 0; C = 55*; D = 37; E = -0.7; F = 39; G = 0; H = 55*
> c1ccc(Cc2nnc3n2N=C(c2ccccc2)CS3)cc1
  A = -11; B = 17; C = 40; D = 4; E = 0.2; F = 2; G = -3; H = 17
> Cc1ccccc1NC(=O)C1CCCN(S(=O)(=O)c2c(C)noc2C)C1 (stereo not drawn)
  A = 13; B = 1; C = 14; D = -1; E = -0.7; F = -9; G = -2; H = 5

As entered above:
CN(C(=O)CSc1ncc(C(F)(F)F)cc1Cl)c1c(N)n(Cc2ccccc2)c(=O)[nH]c1=O in Jurkat NFkB inh is listed with -5
Cc1cccc(OCC(=O)Nc2ccc(N3CCN(C(=O)c4ccccc4)CC3)cc2)c1 in Mdm2-MdmX inh is listed with 22

Filtered by structure: the compounds so far containing an aryl methoxy group
Letter code: A = 697 NFkB inh; B = Jurkat NFkB inh; C = tim23-1 inh; D = Mdm2-MdmX inh; E = CHOP UPR activ; F = TIM10 inh; G = UPR XBP1 act; H = tim10-1 inh
> CCc1nn(-c2cc(Cl)ccc2OC)c2c1C(=O)CCC2
  A = 11; B = 20; C = 11; D = 41; E = -0.4; F = 3; G = 0; H = 10
> COc1cc2c(cc1OC)C(Cc1ccc(O)c(Oc3ccc(C[C@H]4c5cc(OC)c(OC)cc5CCN4C)cc3)c1)N(C)CC2 (stereo partly drawn)
  A = -14; B = -7; C = -9; D = 72*; E = 0.1; F = -4; G = 1; H = -11
> COc1ccc([N+](=O)[O-])cc1NC(=O)C(C)N(C)Cc1ccc(Br)cc1 (stereo not drawn)
  A = -5; B = 19; C = 16; D = 32; E = -1.8; F = -3; G = -4; H = -2
> COc1cccc(CN2CCN(Cc3cc(OC)c(OC)c(OC)c3)CC2)c1OC
  A = -7; B = -3; C = 10; D = 17; E = 1.0; F = -5; G = -2; H = 7
> COc1ccc(-c2n[nH]c(=S)nc2-c2ccc(OC)cc2)cc1
  A = -2; B = -4; C = 26; D = -10; E = -0.8; F = 1; G = -3; H = 27
> COc1cc(C(=O)N[C@@H](C)C(=O)N2CCC3(CC2)NCCc2[nH]cnc23)cc(OC)c1OC
  A = -4; B = -6; C = 6; D = 20; E = -1.1; F = -10; G = -4; H = 16
